HT1080 IDH1KD tx: HT-1080 IDH1 knockdown cell toxicity (counter line). HT-1080 IDH1 knockdown viability, ATP luminescence, 48 h. Potency, µM (highest dose often 46.1 µM), inactives show at the top dose activity, negative = toxicity, actives largely listed as cytotoxic. 360,000 compounds, 2% hits;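 also: 0% = DMSO wells and -100% = cell-free medium wells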
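Using the IDH1-knockdown HT-1080 line run in the same batch and compound series as the NT line, viability after 48 h at 37 °C was determined by CellTiter-Glo luminescence and expressed as % activity.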
GLP-1R agonist: GLP-1 receptor (human) agonism | HEK293 GLP-1R CRE-luciferase, luminescence, 4-6 h; cells express a hypersensitive GLP-1R form | 380,000 compounds, 0.007% hits | P43220 | Potency, µM (series often up to 45.6 µM), for the others: at the highest dose activation, actives largely listed as activators; also: % of control where 0% means no effect
Target sequence (P43220 whole entry, looked up): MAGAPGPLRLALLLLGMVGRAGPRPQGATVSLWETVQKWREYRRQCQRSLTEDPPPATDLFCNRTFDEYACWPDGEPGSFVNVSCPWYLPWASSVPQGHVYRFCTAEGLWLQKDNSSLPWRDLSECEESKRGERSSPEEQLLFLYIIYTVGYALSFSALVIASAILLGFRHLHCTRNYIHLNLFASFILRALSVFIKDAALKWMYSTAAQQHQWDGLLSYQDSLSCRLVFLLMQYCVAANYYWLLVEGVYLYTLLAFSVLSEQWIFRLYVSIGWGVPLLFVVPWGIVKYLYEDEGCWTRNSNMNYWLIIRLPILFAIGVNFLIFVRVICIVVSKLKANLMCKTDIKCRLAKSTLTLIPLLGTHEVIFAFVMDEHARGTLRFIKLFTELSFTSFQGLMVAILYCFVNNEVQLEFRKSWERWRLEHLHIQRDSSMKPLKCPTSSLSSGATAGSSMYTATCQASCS
GLP-1R inv ag: inverse agonists of human GLP-1 receptor; HEK293 GLP-1R CRE-luciferase, luminescence, 24 h; GLP-1R form is constitutively active; AID 624417; 410,000 compounds, 1.6% hits; Potency, µM (top dose mostly 38.3 µM), inactives show at the top dose activity change, negative = inhibition, most hits filed as inhibitors; also: % is scaled to controls: 0 for no effect and ±100 for the full control effect; nearly all actives have a fitted effect of over 55% in size
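Using stably transfected HEK293 (constitutively active GLP-1R, cAMP-luciferase reporter), compounds were incubated 24 hr and luciferase measured by luminescence.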
HT1080NT lethal: kills 2HG-producing HT-1080-NT fibrosarcoma cells | HT-1080-NT fibrosarcoma viability, CellTiter-Glo ATP luminescence, 48 h | Potency, µM (highest dose often 46.1 µM), inactives show at the highest dose activity, negative = less viability, actives largely listed as cytotoxic | 360,000 compounds, 1.6% hits | AID 686970;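 also: NT is the 2HG producing partner of a matched IDH1 knockdown line; 0% = DMSO-treated cells and -100% = media-only wells without cells; nearly all actives have a fitted effect of over 55% in size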
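Toxicity toward the 2HG-producing NT line was scored as %Activity, normalised to DMSO and no-cell wells, from CellTiter-Glo luminescence after 48 hours' treatment.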
TDP43 rescue: TDP-43 toxicity inhibition in yeast; 410,000 compounds, 1.8% hits; AID 652104; Potency, µM (doses to about 46.1 µM), for inactives: top-dose growth rescue (activation), hits mostly activators; TDP-43 expressing yeast growth rescue, BacTiter-Glo, 24 h; also: % of control where 0% means no effect; nearly all actives have a fitted effect of over 50% in size
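In this qHTS, compounds that restore growth of yeast expressing TDP-43 appear as activators. Cells (OD600=0.02, galactose medium, raffinose-pregrown) are incubated with compound 24 hr at 30 deg C and growth is quantified by BacTiter-Glo.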
SW480 rerep: induces DNA re-replication in SW480 colon adenocarcinoma cells. Potency, µM (top dose mostly 46.1 µM), inactives show at the highest dose re-replication activation, actives largely listed as activators. 340,000 compounds, 1.8% hits. SW480 DNA re-replication, Hoechst DNA content imaging, 48 h. AID 624297; also: % of control where 0% means no effect; nearly all actives have a fitted effect of over 55% in size
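250 cells/well; 23 nL cpd via pin tool; 48 hr, 37 C, 5% CO2; Hoechst 40 min; imager read of total nuclear intensity, ex 405/em 500-530 nm.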
KB-V1 cytotox: KB-V1 MDR subline cytotoxicity | KB-V1 MDR cells viability, CellTiter-Glo, 72 h | Potency, µM (doses to about 46.1 µM), for the others: top-dose activity change, negative = cytotoxicity, hits mostly cytotoxic | 400,000 compounds, 3.4% hits; also: % is scaled to controls: 0 for no effect and ±100 for the full control effect; nearly all actives have a fitted effect of over 60% in size
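KB-V1 MDR subline cells in DMEM (phenol-red free, 10% FBS) exposed to compounds in qHTS concentration series for 72 h at 37 degrees C. Viability read by CellTiter-Glo luminescence; concentration-effect curves fitted after normalization and correction.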
KB-3-1 cytotox: kills parental KB-3-1 adenocarcinoma cells | KB-3-1 viability, CellTiter-Glo ATP luminescence, 72 h | Potency, µM (doses to about 46.1 µM), for the others: top-dose activity change, negative = cytotoxic, actives largely listed as cytotoxic | 400,000 compounds, 1.4% hits | AID 1347075; also: % is scaled to controls: 0 for no effect and ±100 for the full control effect; nearly all actives have a fitted effect of over 60% in size
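Here the drug-naive KB-3-1 line serves as comparator for MDR sub-line selectivity; cells received compound titrations, 72 h at 37 °C, then CellTiter-Glo readout.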
GLP1R cytotox: cytotoxicity counter-screen for GLP-1 receptor inverse agonists; HEK293 cAMP-luciferase reporter cells, luminescence, 24 h; 410,000 compounds, 0.13% hits; Potency, µM (titrated, usually from 38.3 µM), inactives show at the highest dose activity change, negative = inhibition, most hits filed as inhibitors;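 also: loss of luciferase light is scored as toxicity; % is scaled to controls: 0 for no effect and ±100 for the full control effect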
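Here, cytotoxicity is scored as loss of luminescence. The MLSMR collection was tested on cells seeded in medium containing 10% Nu serum, with a 24 hr compound exposure preceded by 12 hours of culture.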
An asterisk follows results filed as active; ? = inconclusive; . = no result given; & = joins results of further samples; [ ] = dose if it differs, or a comment. Calls follow the shape of the dose curve; as a rule, active = well fitted curve in the direction sought with a large enough effect; inconclusive = small, poorly fitted or top-dose-only effect, or another doubt; inactive = no such curve, though single readings can be large; an effect the other way counts as inactive or inconclusive. Potency is read from the fitted curve at half-maximal effect. Rows are unselected (roughly 9.4% active in at least one column).

SMILES	HT1080 IDH1KD tx	GLP-1R agonist	GLP-1R inv ag	HT1080NT lethal	TDP43 rescue	SW480 rerep	KB-V1 cytotox	KB-3-1 cytotox	GLP1R cytotox
Fc1ccccc1Cc1noc(CN2CCN(c3ccc(Cl)cn3)CC2)n1	-13%	2%	?	-2%	22%	-26%	-39%	-29%	-2%
NC(=O)Cn1cc(/C=N/NC(=O)c2ccc(Cn3cc(Cl)cn3)o2)c(-c2ccccc2)n1	1%	-1%	1%	-6%	-14%	-5%	0%	-2%	2%
CCNC(=O)CC1C(=O)N(c2ccccc2)C(=O)N1Cc1ccc(F)cc1 (stereo not drawn)	.	.	10%	.	-7%	.	15%	5%	6%
CN(C)C(=O)c1cn(-c2ccccc2)nc1-c1cccs1	0%	15%	-9%	-6%	28%	-5%	-20%	0%	-1%
COc1ccc(-c2cc(C(=O)Nc3c(F)cc(F)cc3Br)no2)cc1	0%	-4%	-2%	19%	19%	?	?	5%	13%
O=C(CN1CCN(c2ccccn2)CC1)Nc1ccc([N+](=O)[O-])cc1C(=O)Nc1ccccc1F	-7%	-3%	-65%	-8%	-16%	2%	.	.	-25%
CCCOc1ccc(CNC(=O)c2ccc3c(c2)N(CC)CCS3)cc1	-9%	-7%	?	-14%	8%	-2%	17%	-3%	4%
CON(C)C(=O)/C=C/c1ccc([B-](F)(F)F)cc1	0%	1%	15%	1%	-12%	?	4%	1%	-20%
COc1ccc(/C(N)=N/OC(=O)CCC2CCCC2)cc1	7%	9%	-12%	0%	?	4%	2%	1%	-13%
Cc1ccc(N(C(=O)c2csnn2)C(C(=O)NC2CCCCC2)c2cccnc2)cc1C (stereo not drawn)	0%	-1%	-1%	-9%	-15%	-4%	?	-5%	12%
CC(=O)CSc1nnc(-c2ccco2)n1-c1ccccc1	-6%	8%	5%	-1%	0%	-3%	-31%	-1%	13%
C#CCOC(=O)CCCC(=O)Nc1ccccc1OC	15%	-10%	-2%	6%	27%	-25%	-10%	1%	-1%
CCN(C(=O)COC(=O)c1ccccc1NCCO)C1CCS(=O)(=O)C1 (stereo not drawn)	1%	6%	-6%	5%	-29%	-20%	30%	13%	30%
O=c1[nH]c(=O)n(CCOc2ccc(Cl)cc2)cc1Br	-9%	0%	4%	-8%	-6%	-3%	3%	-1%	-9%
CCCn1c(N)c(N(CCOC)C(=O)c2ccc([N+](=O)[O-])c(C)c2)c(=O)[nH]c1=O	16%	11%	0%	-12%	-23%	4%	-20%	-5%	2%
Cc1cc(=O)[nH]c(SCC(=O)c2ccc3c(c2)NC(=O)CO3)n1	-3%	0%	11%	0%	-9%	-5%	-2%	?	4%
COc1ccc(NC(C)=O)cc1S(=O)(=O)Nc1ccc2c(c1)OCCO2	0%	?	-15%	-4%	4%	-1%	10%	17%	0%
COc1ccc(N=C2SCC(=O)N2CCc2ccc(OC)c(OC)c2)cc1	2%	6%	1%	-1%	30%	-4%	-7%	?	9%
Cc1ccc(Nc2ccncc2S(N)(=O)=O)cc1	15%	-2%	16%	-2%	7%	9%	17%	0%	7%
CSc1nc(NCCCO)c2c3c(sc2n1)CN(C)CC3	2%	-5%	15%	2%	11%	21%	-16%	-7%	5%
COc1ccc(NC(=O)C2CCN(S(=O)(=O)c3ccc(Br)s3)CC2)cc1OC	1%	9%	-15%	-14%	-10%	-2%&10%	-11%	6%	-5%
Cc1oc(C(C)(C)C)cc1C(=O)Nc1ccc(C(=O)O)cc1	0%	-6%	19%	-1%	?	-4%	0%	1%	-7%
Cc1cc(C)n2cc(CSc3ccccn3)nc2n1	25%	2%	-8%	?	-11%[9.22 µM]	0%	17%	21%	-5%
Cc1nn(C)c(C(=O)Nc2ccc(S(=O)(=O)NC34CC5CC(CC(C5)C3)C4)cc2)c1Br	?	4%	5%	?	4%	18%	-9%	-8%	-11%
CCc1ccc(Oc2nc3c(C)cccn3c(=O)c2/C=C(\C#N)c2nc3ccccc3[nH]2)cc1	.	.	3%	.	15%	.	8%	23%	12%
O=C1NNC(c2ccccc2)=N/C1=C\c1ccccc1	-13%	0%	-2%	-3%	17%	-5%	4%	-1%	-3%
Cc1ccc(Nc2nc(C(=O)N3CCC(C(=O)N4CCN(C)CC4)CC3)cs2)cc1	10%	8%	1%	17%	11%	6%	-13%	10%	0%
COc1cc(CN2CCC(C(=O)NC(c3ccc(-c4ccccc4)cc3)c3cnccn3)CC2)cc(OC)c1 (stereo not drawn)	23µM*	-1%	?	23µM*	1%	.	?	?	?
Cc1cnc(C(=O)OCC(=O)C23CC4CC(CC(C4)C2)C3)cn1	-5%	2%	13%	0%	-2%	0%	-20%	12%	2%
CCCCCCC1CC(CCc2nc(=S)[nH][nH]2)C(=O)O1 (stereo not drawn)	0%	-8%	2%	9%	20%	-4%	-1%	24%	3%[1.53 µM]
COc1ccc(S(=O)(=O)Nc2ccc3c(c2)C(=O)N([C@H](C)CO)C[C@H](C)[C@@H](CN(C)C(=O)NC(C)C)O3)cc1	9%	1%	10%	16%	8%	23%	10%	0%	-1%
COc1ccc(OC)c(C(=O)CN2C(=O)NC(C)(c3ccccc3)C2=O)c1 (stereo not drawn)	0%	?	20%	2%	7%	1%	-26%	16%	-4%
Cn1cnc2c(=O)[nH]cc([N+](=O)[O-])c21	-10%	4%	17%	-1%	-9%	-108%[inhibitor]	-25%	-5%	-6%
CC(C)c1ccc(NC(=O)C(c2ccccc2)N(C)C(=O)CCc2c[nH]c3ccccc23)cc1 (stereo not drawn)	-5%	-1%	10µM*	-3%	10%	-18%	17%	-1%	-2%
NC(=O)COc1ccc(NS(=O)(=O)Cc2ccccc2)cc1	5%	-7%	15%	9%	10%	-5%	0%	4%	7%
Cc1csc2nc(NC(=O)c3ccccc3)sc(=O)c12	?	-3%	26%	?	?	-9%	-7%	22%	1%
Cn1cnnc1SCc1ccccc1Br	11%	8%	8%	7%	11%	-5%	20%	0%	-1%
COc1ccc(CC(NC(C)=O)C(=O)NC2CCN(C(=O)NCc3ccccc3)CC2)cc1OC (stereo not drawn)	5%	0%	5%	4%	-18%	-1%	-7%	-8%	4%
Cc1ccc(S(=O)(=O)N2CCN(C(=O)COC(=O)CCOc3ccccc3)CC2)c(C)c1	-1%	5%	-1%	0%	?	?	27%	-20%	16%
O=S(=O)(NC1CC1)c1cccc(S(=O)(=O)N2CCCC2)c1	0%	1%	22%	1%	-8%	1%	-16%	8%	9%
Cc1ccc(Sc2ncccc2C(=O)NCC(c2ccc(F)cc2)N2CCOCC2)cc1C (stereo not drawn)	-5%	17%	-11%	0%	7%	-7%	0%	-8%	-18%
O=C(NCc1ccccc1F)C(=O)NCC1OCCCN1S(=O)(=O)c1cccs1 (stereo not drawn)	-11%	13%	16%	-1%	0%	-16%	?	?	15%
CCCc1nc2oc3c(NCCOCCO)ncnc3c2c2c1COC(C)(C)C2	-2%	8%	55%[activator]	-1%	-5%	-20%	?	26%	-12%
C#CCOCCOCCOCCNc1nc(N2CCN(C(=O)[C@H](CCCN=C(N)N)n3cc(C(N)[C@@H](C)CC)nn3)CC2)nc(N2CCN(C(=O)[C@H](CCCCN)n3cc([C@@H](N)[C@H](C)CC)nn3)CC2)n1 (stereo partly drawn)	0%	-4%	4%	0%	-2%	2%	10%	-5%	-26%
Cc1ccccc1S(=O)(=O)Cc1ccc(C(=O)NC(C)c2ccc3c(c2)OCCO3)o1 (stereo not drawn)	1%	6%	-12%	18%	0%	-1%	9%	5%	-1%
Cc1ccc(S(=O)(=O)CCC(=O)Nc2nc(-c3ccccn3)cs2)cc1	-24%	-2%	?	-28%	7%	?	-6%	?	?
Cc1ccccc1-c1nc2ccccc2c(=O)n1/N=C/c1ccc([N+](=O)[O-])cc1	-2%	0%	4%	3%	-14%	11%	-6%	0%	-2%
CCc1nc(N[C@@H](CC(C)C)C(=O)O)c2oc3ccccc3c2n1	0%	12%	-13%	1%	-7%	-11%[9.22 µM]	2%	-3%	7%

Some of the entries above, set out differently.
Structure: CCc1nc(N[C@@H](CC(C)C)C(=O)O)c2oc3ccccc3c2n1
  HT1080 IDH1KD tx: 0%; GLP-1R agonist: 12%; GLP-1R inv ag: -13%; HT1080NT lethal: 1%; TDP43 rescue: -7%; SW480 rerep: -11%[9.22 µM]; KB-V1 cytotox: 2%; KB-3-1 cytotox: -3%; GLP1R cytotox: 7%
Structure: C#CCOCCOCCOCCNc1nc(N2CCN(C(=O)[C@H](CCCN=C(N)N)n3cc(C(N)[C@@H](C)CC)nn3)CC2)nc(N2CCN(C(=O)[C@H](CCCCN)n3cc([C@@H](N)[C@H](C)CC)nn3)CC2)n1 (stereo partly drawn)
  HT1080 IDH1KD tx: 0%; GLP-1R agonist: -4%; GLP-1R inv ag: 4%; HT1080NT lethal: 0%; TDP43 rescue: -2%; SW480 rerep: 2%; KB-V1 cytotox: 10%; KB-3-1 cytotox: -5%; GLP1R cytotox: -26%
Structure: O=C(NCc1ccccc1F)C(=O)NCC1OCCCN1S(=O)(=O)c1cccs1 (stereo not drawn)
  HT1080 IDH1KD tx: -11%; GLP-1R agonist: 13%; GLP-1R inv ag: 16%; HT1080NT lethal: -1%; TDP43 rescue: 0%; SW480 rerep: -16%; KB-V1 cytotox: ?; KB-3-1 cytotox: ?; GLP1R cytotox: 15%

New compounds follow:
SMILES	HT1080 IDH1KD tx	GLP-1R agonist	GLP-1R inv ag	HT1080NT lethal	TDP43 rescue	SW480 rerep	KB-V1 cytotox	KB-3-1 cytotox	GLP1R cytotox
Cc1cc(NC(=O)CSCC(=O)N(C)Cc2cccc(Cl)c2)no1	2%	-4%	0%	1%	15%	-9%	0%	-5%	-3%
CCC/C(O)=C1\C(=O)CC(C)(C)CC1=Nc1ccccc1OC	-1%	7%	?	4%	7%	0%	-24%	-11%	-4%
O=C(COc1ccc(/C=C\[N+](=O)[O-])cc1)N1CCOCC1	-1%	-3%	4%	1%	-11%	-1%	-10%	-1%	5%
COc1ccc(/C(N)=N/OC(=O)CCc2ccccc2)cc1OC	7%	17%	-22%	6%	?	-13%	-10%	13%	5%
CC(=O)NC1=NC(=O)/C(=C/c2cn(C(C)=O)nc2-c2ccccc2)S1	0%	-11%	?	11%	-10%	?	?	-4%	-4%
